Screens from PubChem.
MBNL1-CUG inh = inhibitors of human MBNL1 binding to CUG repeat RNA; AID 2675; 280,000 tested, 0.036% active; TR-FRET MBNL1-His/biotin-(CUG)12 binding, 665/545 ratio; Potency, µM (doses to about 57.5 µM), inactives show at the top dose activity change, negative = inhibition, actives largely listed as inhibitors; Q9NR56; active = well fitted inhibition curve with a large enough effect in the signal ratio, with a control signal flat, not every such curve was filed as active; inconclusive = small, poorly fitted or top-dose-only effect, or effect the other way, or a change in a side signal; inactive = no such curve, though single readings can be large or run the other way; the % refers to the signal ratio; also: % is scaled to controls: 0 for no effect and ±100 for the full control effect
Target sequence (Q9NR56 whole entry, looked up): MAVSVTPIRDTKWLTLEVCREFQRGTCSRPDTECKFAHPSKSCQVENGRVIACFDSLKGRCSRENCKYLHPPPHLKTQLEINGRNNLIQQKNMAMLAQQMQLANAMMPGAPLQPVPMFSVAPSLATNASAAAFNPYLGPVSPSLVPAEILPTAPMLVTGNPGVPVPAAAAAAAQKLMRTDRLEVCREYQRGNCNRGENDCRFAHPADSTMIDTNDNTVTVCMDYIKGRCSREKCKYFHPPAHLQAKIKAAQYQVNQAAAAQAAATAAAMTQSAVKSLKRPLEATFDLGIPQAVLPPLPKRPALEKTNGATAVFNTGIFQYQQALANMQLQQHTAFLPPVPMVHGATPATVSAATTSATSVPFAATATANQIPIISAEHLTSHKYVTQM
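Ratiometric TR-FRET (665 over 545 nm, excitation 340 nm) tracks disruption of MBNL1-His/biotin-(CUG)12 complex after 60 min at room temperature, with compounds at 92 nM to 58 uM final.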
MLL CXXC-DNA inh = MLL CXXC-DNA interaction inhibition; MLL-CXXC / FITC-HOXA9 DNA fluorescence polarization; Potency, µM (top dose mostly 115 µM), inactives show at the top dose activity change, negative = inhibition, hits mostly inhibitors; 290,000 tested, 0.037% active; active = well fitted inhibition curve with a large enough effect in the polarisation, with a control signal flat, not every such curve was filed as active; inconclusive = small, poorly fitted or top-dose-only effect, or effect the other way, or a change in a side signal; inactive = no such curve, though single readings can be large or run the other way; the % refers to the polarisation
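Purified MLL-CXXC (added from a 7 uM solution) was preincubated 5 min at ambient with pinned compounds in 50 mM Tris-HCl pH 7.5, 50 mM NaCl, 1 mM DTT, 0.05% BSA. Fluorescein-labeled HOX-A9 DNA (50 nM solution) followed, 30 min, then polarization read.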
p53 reactivation = mutant p53 re-activation in reporter cells; H1299 p53-A138V BP100-luciferase reporter, luminescence, 24 h; Potency, µM (titrated, usually from 92.2 µM), inactives show at the highest dose activity change, positive = activation, hits mostly activators; 320,000 tested, 0.063% active; also: % of control where 0% means no effect; nearly all actives have a fitted effect of over 45% in size
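p53-null H1299 cells stably carrying temperature-sensitive p53-A138V and a BP100-luciferase reporter were pinned with compounds (4-point, 1:5 series) and held 24 hrs at 37 deg C. Luminescence was read 10 min after detection reagent.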
NPC1 prom act = activators of NPC1 promoter; 320,000 tested, 2.4% active; Huh7 NPC1 promoter luciferase reporter, 24 h; Potency, µM (top dose mostly 9.22 µM), inactives show at the top dose activation, actives largely listed as activators;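 also: % of control where 0% means no effect; nearly all actives have a fitted effect of over 60% in size; reporter is driven by a mutant NPC1 promoter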
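Luminescence read-out of NPC1 promoter-driven luciferase in stably transfected Huh7 cells; compounds delivered in DMSO and left 24 h at 37C, 5% CO2, qHTS titration format.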
FLuc modulator = inhibits or activates purified firefly luciferase, miR-21 counter-screen; P08659; 360,000 tested, 6.9% active; Potency, µM (highest dose often 57.5 µM), without a hit: at the top dose activity change, negative = inhibition, most hits filed as inhibitors; purified FLuc, Km substrates, luminescence inhibition;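 also: plate controls were vehicle for no effect and reference inhibitor for full effect; nearly all actives have a fitted effect of over 55% in size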
Target sequence (P08659 whole entry, looked up): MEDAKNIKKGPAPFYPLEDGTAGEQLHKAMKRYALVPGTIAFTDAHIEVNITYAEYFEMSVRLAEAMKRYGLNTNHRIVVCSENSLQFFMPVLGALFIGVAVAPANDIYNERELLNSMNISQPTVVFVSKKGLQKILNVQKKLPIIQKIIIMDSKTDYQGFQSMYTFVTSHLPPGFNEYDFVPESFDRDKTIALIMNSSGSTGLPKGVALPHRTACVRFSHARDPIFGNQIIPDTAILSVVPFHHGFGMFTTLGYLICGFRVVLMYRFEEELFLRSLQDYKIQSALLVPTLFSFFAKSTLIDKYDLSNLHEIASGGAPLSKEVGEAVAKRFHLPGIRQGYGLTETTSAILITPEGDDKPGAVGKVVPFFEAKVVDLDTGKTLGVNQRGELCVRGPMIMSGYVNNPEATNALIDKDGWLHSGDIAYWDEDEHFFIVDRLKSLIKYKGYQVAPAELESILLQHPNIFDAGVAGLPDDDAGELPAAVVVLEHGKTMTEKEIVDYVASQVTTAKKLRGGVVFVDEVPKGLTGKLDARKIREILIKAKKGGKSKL
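Biochemical qHTS of compounds, final roughly 60 µM downward over six points, against 10 nM purified firefly luciferase using Km concentrations of substrates (10 uM D-luciferin, 10 uM ATP) in Tris acetate pH 7.5 buffer; luminescence output.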
BRCA1 expr up = BRCA1 expression activation; MCF7-BRCA1-FFLuc reporter, luminescence, 48 h; response scale: scaled: vehicle 0%, 10 µM genistein 100%; Potency, µM (highest dose often 46.1 µM), inactives show at the highest dose activation, usual class: activators; 380,000 tested, 1.1% active; also: nearly all actives have a fitted effect of over 80% in size; some results filed as inactive show a strong effect at the top dose
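Luminescence from a BRCA1-driven firefly luciferase in MCF7 cells was the read-out, taken 15 min after substrate addition following 48 h compound exposure at 37 °C. Data were normalized to a 10 microM genistein control and DMSO vehicle.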
ELG1 genotox = inducers of genotoxicity in HEK293T ELG1-luciferase cells | HEK293T ELG1-luciferase reporter, luminescence, 16 h | 330,000 tested, 1.3% active | Potency, µM (titrated, usually from 46 µM), for the others: at the highest dose activity change, positive = activation, most hits filed as activators; also: % of control where 0% means no effect; nearly all actives have a fitted effect of over 60% in size
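ELG1-luciferase HEK293T cells, 2,000/well; compound pinned in; 16 hr, 37 °C, 5% CO2; ONE-Glo, 30 min RT; luminescence on CCD imager.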
uPA surface inh = cell surface uPA generation inhibition; cell surface uPA generation assay, qHTS; Potency, µM (titrated, usually from 38.3 µM), for inactives: top-dose activity change, negative = inhibition, most hits filed as inhibitors; 330,000 tested, 0.31% active; AID 540303; active = well fitted inhibition curve with a large enough effect; inconclusive = small, poorly fitted or top-dose-only effect; inactive = no such curve, though single readings can be large or run the other way; tested in mouse RAW 264.7 cells; also: % is scaled to controls: 0 for no effect and ±100 for the full control effect; nearly all actives have a fitted effect of over 55% in size
Rab9 prom act = activators of Rab9 promoter; 320,000 tested, 2.8% active; Potency, µM (top dose mostly 9.22 µM), without a hit: top-dose activation, negative = inhibition, actives largely listed as activators; Huh7 Rab9 promoter-luciferase reporter, luminescence, 24 h; AID 485297; also: % of control where 0% means no effect; nearly all actives have a fitted effect of over 60% in size
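Steps: seed 1500 Huh7 Rab9-luc cells per well, rest 2 h at 37 °C; add compound in DMSO; incubate 24 h; add luciferase reagent, 10 min ambient; read luminescence.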
RORgamma inh = inhibitors of mouse ROR gamma transcriptional activity; 310,000 tested, 5.4% active; AID 2551; Drosophila S2 Gal4-RORgamma UAS-luciferase reporter, 20 h; Potency, µM (doses to about 53.6 µM), for inactives: at the top dose activity change, negative = inhibition, hits mostly inhibitors; also: % is scaled to controls: 0 for no effect and ±100 for the full control effect; nearly all actives have a fitted effect of over 60% in size
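Drosophila S2 cells stably expressing Gal4-DBD/mouse RORγ fusion under metallothionein promoter plus UAS-luciferase; compound 1 h, then 700 uM CuSO4 induction for 20 h at ambient temperature; inhibition read as reduced luminescence.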
VP16 counter = Gal4-VP16 reporter inhibition counter-screen; 310,000 tested, 3.5% active; Potency, µM (highest dose often 53.6 µM), for inactives: top-dose activity, negative = inhibition, actives largely listed as inhibitors; AID 2546; Drosophila S2 Gal4-VP16 UAS-luciferase, luminescence, 20 h;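 also: Gal4-VP16 expression switched on by copper sulfate through the metallothionein promoter; % is scaled to controls: 0 for no effect and ±100 for the full control effect; nearly all actives have a fitted effect of over 50% in size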
Starred values were filed as active, the others as inactive; ? = inconclusive; . = not tested or not shown; & = joins results of further samples; [ ] = another dose, or the depositor's remark. Unless noted, calls follow the shape of the dose curve; as a rule, active = well fitted curve in the direction sought with a large enough effect; inconclusive = small, poorly fitted or top-dose-only effect, or another doubt; inactive = no such curve, though single readings can be large; an effect the other way counts as inactive or inconclusive. Potency is read from the fitted curve at half-maximal effect.

SMILES | MBNL1-CUG inh | MLL CXXC-DNA inh | p53 reactivation | NPC1 prom act | FLuc modulator | BRCA1 expr up | ELG1 genotox | uPA surface inh | Rab9 prom act | RORgamma inh | VP16 counter
Cn1c(O)c(Cc2cccc(Cl)c2Cl)c(=O)n(C)c1=O | -5% | ? | 4% | 3% | 1% | 14% | 0% | -15% | -6% | -13% | -2%
COC(=O)c1cccc(N=Cc2c(O)n(Cc3ccc(F)cc3)c(=O)[nH]c2=O)c1 | -3% | 1% | 0% | -3% | 4% | -2% | 1% | 4% | 0% | -14% | -1%
COC(=O)C1=C(c2ccc(F)cc2OCc2ccccc2)C[C@@H]2CC[C@H]1N2C(=O)NCCCOC(C)C | . | . | -19% | 9% | 2% | -14% | -6% | -13% | 2% | . | .
Cc1ccc(/C=C2/C(=O)NC(=O)N(C)C2=O)cc1 | 28% | 2% | 7% | 1% | ? | 4% | 1% | 1% | 3% | -8% | 3%
Cc1cccc(-n2c(/C=C/c3ccccn3)nc3ccccc3c2=O)c1 | 1% | -15% | . | -2% | 0% | -37% | -9% | -30% | -5% | . | .
O=S1(=O)CC2(N3CCOCC3)CCCCC21 (configuration not stated) | -8% | -4% | 3% | 0% | 5% | 4% | 0% | . | -2% | 4% | -6%[0.365 µM]
CC(C)(C)NCC(O)c1cc(Cl)c(N)c(Cl)c1 (configuration not stated) | -11% | -7%&10% | 5% | -2% | 3% | 7% | 4% | 5% | 0% | 22% | -2%&-9%&3%&4%
Cc1ncc(CN2CCCC(C(=O)c3sccc3C)C2)s1 (configuration not stated) | -9% | -5% | -3% | -3% | 0% | -1% | -5% | -4% | -3% | 30% | 5%
CN(C)CCc1nn[nH]n1 | ? | 1% | -6% | -1% | 1% | 3% | 0% | . | -1% | -7% | -10%
CN(C)CCN(C(=O)COc1ccc(Cl)cc1)c1nc2cc3c(cc2s1)OCO3 | 10% | 8% | 19% | -1% | 0% | 45% | 0%[9.26 µM] | 3% | 21% | 0% | -14%
CCOC(=O)C1SC2(C(F)(F)C(F)F)CC1(O)c1c(c(OC)c3occc3c1OC)O2 (configuration not stated) | -8% | 3% | -3% | -4% | 2% | 0% | 4% | -5% | 1% | 19% | 4%
CC/C(=N\Nc1ccccc1)c1c(O)n(-c2ccc(OC)cc2)c(=O)[nH]c1=O | . | -6% | -1% | 1% | 2% | -44% | 6% | 5% | 2% | 36% | 1%
Cc1cccc(C(=O)Nc2ccc3c(c2)CC2(C(=O)N(C)C(=O)N(C)C2=O)C2CCCN32)c1 (configuration not stated) | 5% | 10% | -1% | 4% | ? | 4% | 2% | 1% | 3% | 15% | 11%
COc1cc(C)c(-c2nc(CN3C[C@@H]4C[C@@H](C3)c3cccc(=O)n3C4)c(C)o2)cc1C | 2% | -9% | -5% | -2% | 7% | -15% | -2% | -4% | -8% | 31% | 4%
O=c1[nH]c(=S)[nH]c(O)c1N=Nc1ccc(-c2ccccc2)cc1[N+](=O)[O-] | ? | ? | 8% | -3% | ? | . | 7% | . | 19% | ? | 18µM*
O=C(N/N=C/c1c(O)n(CCc2ccccc2)c(=O)[nH]c1=O)c1ccccc1 | 17% | 2% | 8% | -4% | -14% | 4% | 7% | 1% | -1% | 14µM* | -9%
O=C(NC(=S)N1C[C@H]2C[C@H](C1)c1cccc(=O)n1C2)c1ccc(Cl)cc1Cl | -8% | 1% | 10% | -1% | -2% | . | 0% | 0% | 2% | 10µM* | -28%
O=C(Nc1cc(Br)ccc1O)C1CC(c2ccccc2Cl)=NO1 (configuration not stated) | 4% | -5% | 2% | -1% | 2% | 1% | 1% | ? | -2% | 32% | -19%
CC1CCN(CC(=O)c2ccccc2Cl)CC1 | -4% | -29% | ? | 23% | 11µM* | 49% | ? | 4% | ? | -4% | ?
CCCNS(=O)(=O)c1ccc(OCC(=O)N2CCN(Cc3ccccc3)CC2)cc1 | 9% | 6% | 1% | 1% | 6% | -30% | -3% | -2% | -1% | 13% | -28%
CNC(=S)N(C)CCc1cc2c(c(OC)c1/C=C1/C(=O)NC(=O)N(C)C1=O)OCO2 | . | -24% | -3% | -2% | 4% | 3% | -2% | 3% | -5% | ? | -5%
Cc1cccc(N2CCc3c2nc2ccccc2c3N)c1 | ? | -4%&-5% | -1%&-2% | 24%&12% | 21µM* | -15%&-31% | -18%&-35% | -10%&-27% | 7%&10% | ? | 19%&-85%
COc1ccc(Cn2c(O)c(C=Nc3c(C)n(C)n(-c4ccccc4)c3=O)c(=O)[nH]c2=O)cc1 | -1%[11.5 µM] | -6% | 1% | -4% | 3% | -9% | 1% | 11% | -1% | -3% | -10%
CC(=O)Nc1ccccc1C(=O)OCc1cccc(F)c1 | 2% | 7% | ? | 28% | 2% | . | 13% | -3% | ? | 29% | 15%
Cc1nn(-c2ccccc2)c2c1CC1(C(=O)N(C)C(=O)N(C)C1=O)C1CCCCN21 (configuration not stated) | 2% | -4% | -16% | 0% | 2% | 11% | 0% | 1% | -4% | -21% | -7%
CN1CCN(C(=O)COc2ccc(C(C)(C)C)cc2Br)CC1 | -3% | 1% | -6% | 3% | 1% | -5% | 7% | 4% | -4% | 39% | 11%
O=c1c(-c2ccc(O)cc2)coc2cc(O)cc(O)c12 | -1% | 9%&1% | ? | 5.8µM* | 21µM* | ? | 16µM* | ? | 13µM* | ? | 5%&-12%&-1%&-12%&11%&1%
Cc1nc(Nc2cnc(/C=C/c3cc(C(=O)Nc4cccc(C(F)(F)F)c4)ccc3C)cn2)cc(N2CCNCC2)n1 | ? | ? | -6% | 0% | ? | -78% | -10% | ? | 2% | ? | ?
Nc1ncc([N+](=O)[O-])s1 | . | . | -3% | -5% | 4% | -6% | -1% | 2% | 0% | 18% | 8%
CC1CCCC(C)N1/N=C/c1c[nH]c2ccc(Br)cc12 (configuration not stated) | -9% | 1% | -13% | 1% | 1% | . | -7% | 8% | 2% | -44% | ?
O=P(Oc1ccccc1)(Oc1ccccc1)C(Nc1ccccc1)c1ccccc1 (configuration not stated) | -2% | -3% | -11% | 1% | 5% | -63% | -15% | -1% | -3% | 15% | -12%
CN(C(=O)CNC(=O)OCc1ccccc1)c1ccc(Br)cc1C(=O)c1ccccc1Cl | -2% | 1% | 5% | -22% | 3% | -38% | 3% | -9% | -19% | ? | -12%
CCn1c(C)nc2cc(S(=O)(=O)Nc3ccc(C)cc3)ccc21 | -7% | -1% | 0% | -1% | -17% | 7% | -3% | 3% | -3% | ? | -29%
Cc1ccc(C(=O)n2cc(CCN3CCS(=O)(=O)CC3)c3ccccc32)cc1 | -2% | -9% | -4% | -1% | 0% | -4% | -12% | -3% | -8% | -8% | -4%
O=C(COc1ccccc1)c1cn(Cc2ccccc2)c2ccccc12 | 30%[activator] | 44%[activator] | ? | 2% | ? | -2% | -2% | -3% | -3% | 9% | -8%

Molecules above that contain a nitro group on carbon (2):
SMILES | MBNL1-CUG inh | MLL CXXC-DNA inh | p53 reactivation | NPC1 prom act | FLuc modulator | BRCA1 expr up | ELG1 genotox | uPA surface inh | Rab9 prom act | RORgamma inh | VP16 counter
O=c1[nH]c(=S)[nH]c(O)c1N=Nc1ccc(-c2ccccc2)cc1[N+](=O)[O-] | ? | ? | 8% | -3% | ? | . | 7% | . | 19% | ? | 18µM*
Nc1ncc([N+](=O)[O-])s1 | . | . | -3% | -5% | 4% | -6% | -1% | 2% | 0% | 18% | 8%

Three structures out of the list, arranged by molecular weight, low to high.
SMILES | MBNL1-CUG inh | MLL CXXC-DNA inh | p53 reactivation | NPC1 prom act | FLuc modulator | BRCA1 expr up | ELG1 genotox | uPA surface inh | Rab9 prom act | RORgamma inh | VP16 counter
Cc1cccc(N2CCc3c2nc2ccccc2c3N)c1 | ? | -4%&-5% | -1%&-2% | 24%&12% | 21µM* | -15%&-31% | -18%&-35% | -10%&-27% | 7%&10% | ? | 19%&-85%
CC/C(=N\Nc1ccccc1)c1c(O)n(-c2ccc(OC)cc2)c(=O)[nH]c1=O | . | -6% | -1% | 1% | 2% | -44% | 6% | 5% | 2% | 36% | 1%
Cc1nc(Nc2cnc(/C=C/c3cc(C(=O)Nc4cccc(C(F)(F)F)c4)ccc3C)cn2)cc(N2CCNCC2)n1 | ? | ? | -6% | 0% | ? | -78% | -10% | ? | 2% | ? | ?

Some of the compounds tested; rates above refer to the full screens.
